Source: PubChem (National Center for Advancing Translational Sciences (NCATS))
Menin-MLL TR inh – inhibitors of human menin-MLL interaction, mutant MLL peptide; O00255; Menin + Texas Red MLL mutant peptide, fluorescence polarization; Potency, µM (top dose mostly 61.6 µM), without a hit: at the top dose FP activity change, negative = inhibition, most hits filed as inhibitors; actives 0.23% (n = 270,000); active = well fitted inhibition curve with a large enough effect in the polarisation, with a control signal flat, not every such curve was filed as active; inconclusive = small, poorly fitted or top-dose-only effect, or effect the other way, or a change in a side signal; inactive = no such curve, though single readings can be large or run the other way; the % refers to the polarisation; also: potency is read from the fitted curve at half-maximal effect; % of control where 0% means no effect; many of its hits are not listed in these tables
Target sequence (O00255 whole entry, looked up): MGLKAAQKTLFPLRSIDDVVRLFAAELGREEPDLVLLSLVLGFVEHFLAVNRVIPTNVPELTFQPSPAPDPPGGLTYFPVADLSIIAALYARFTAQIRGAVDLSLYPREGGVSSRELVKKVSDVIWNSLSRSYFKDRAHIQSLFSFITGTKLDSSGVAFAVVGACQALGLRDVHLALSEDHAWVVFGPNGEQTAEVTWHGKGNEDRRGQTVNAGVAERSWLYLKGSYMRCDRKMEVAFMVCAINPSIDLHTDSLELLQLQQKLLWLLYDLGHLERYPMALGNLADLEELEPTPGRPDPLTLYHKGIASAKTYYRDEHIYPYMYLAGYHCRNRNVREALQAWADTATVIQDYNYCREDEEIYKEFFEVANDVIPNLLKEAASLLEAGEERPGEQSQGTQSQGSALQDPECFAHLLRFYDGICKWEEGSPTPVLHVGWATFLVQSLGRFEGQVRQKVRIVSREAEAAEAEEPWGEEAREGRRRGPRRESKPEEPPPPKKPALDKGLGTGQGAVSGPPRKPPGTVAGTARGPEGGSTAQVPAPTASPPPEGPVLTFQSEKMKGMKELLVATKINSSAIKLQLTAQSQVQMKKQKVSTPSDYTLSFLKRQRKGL
PKM2 activator – increases activity of human pyruvate kinase M2 | Potency, µM (top dose mostly 57.5 µM), for inactives: top-dose activation, hits mostly activators | actives 0.34% (n = 260,000) | P14618 | purified PKM2, Kinase-Glo ATP luminescence, activation; response scale: 0% is enzyme alone, no compound; also: potency is read from the fitted curve at half-maximal effect; % is scaled to controls: 0 for no effect and ±100 for the full control effect; nearly all actives have a fitted effect of over 55% in size
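Purified hPK-M2 (>95%) run at intermediate activity with 0.1 mM ADP and 0.5 mM PEP in 50 mM imidazole pH 7.2, KCl, MgCl2; 1 h room temperature. ATP formed read by Kinase-Glo luminescence; normalized to uninhibited and no-enzyme controls.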
NPC1 promoter act – activates the NPC1 promoter. Huh7 NPC1 promoter luciferase reporter, 24 h. Potency, µM (series often up to 9.22 µM), for inactives: top-dose activation, usual class: activators. actives 2.4% (n = 320,000). AID 485313;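 also: potency is read from the fitted curve at half-maximal effect; % of control where 0% means no effect; nearly all actives have a fitted effect of over 60% in size; reporter is driven by a mutant NPC1 promoter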
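Cells: Huh7 expressing luciferase under the NPC1 promoter, 1500/well. Seeded 2 h, compound added, incubated 24 h at 37 °C. Luciferase reagent, 10 min ambient, then luminescence.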
Rab9 prom act – activators of Rab9 promoter | Huh7 Rab9 promoter-luciferase reporter, luminescence, 24 h | Potency, µM (highest dose often 9.22 µM), for the others: top-dose activation, negative = inhibition, hits mostly activators | actives 2.8% (n = 320,000) | AID 485297; also: potency is read from the fitted curve at half-maximal effect; % of control where 0% means no effect; nearly all actives have a fitted effect of over 60% in size
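Measured in stably transfected Huh7 cells bearing a Rab9 promoter–luciferase construct: 24 h compound treatment at 37 °C, followed by luminescence detection.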
FLuc modulator – counter-screen for miR-21 project: firefly luciferase inhibitors or activators. P08659. purified FLuc, Km substrates, luminescence inhibition. Potency, µM (titrated, usually from 57.5 µM), inactives show top-dose activity change, negative = inhibition, hits mostly inhibitors. actives 6.9% (n = 360,000). AID 588342;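 also: potency is read from the fitted curve at half-maximal effect; plate controls were vehicle for no effect and reference inhibitor for full effect; nearly all actives have a fitted effect of over 55% in size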
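Biochemical qHTS of compounds, final roughly 60 µM downward over six points, against 10 nM purified firefly luciferase using Km concentrations of substrates (10 uM D-luciferin, 10 uM ATP) in Tris acetate pH 7.5 buffer; luminescence output.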
Mito fusion act – blocks mitochondrial division or promotes mitochondrial fusion | Potency, µM (series often up to 46.1 µM), inactives show top-dose growth rescue (activation), hits mostly activators | S. cerevisiae fusion-defective mutant growth rescue, CellTiterGlo 48 h | actives 0.23% (n = 320,000);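 also: potency is read from the fitted curve at half-maximal effect; % of control where 0% means no effect; nearly all actives have a fitted effect of over 45% in size; temperature-sensitive fusion mutants such as fzo1-1 at 37 °C on non-fermentable ethanol glycerol medium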
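Temperature-sensitive fusion-defective S. cerevisiae (e.g. fzo1-1, mgm1-5) were grown with compound in YPEG medium (3% ethanol, 3% glycerol) for 48 hours at 37C. Growth rescue was measured as viability by CellTiterGlo luminescence after 10 minutes at ambient.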
MBNL1 CUG block – inhibitors of human MBNL1 binding to CUG repeat RNA. AID 2675. Q9NR56. TR-FRET MBNL1-His/biotin-(CUG)12 binding, 665/545 ratio. Potency, µM (titrated, usually from 57.5 µM), for inactives: at the highest dose activity change, negative = inhibition, usual class: inhibitors. actives 0.036% (n = 280,000); active = well fitted inhibition curve with a large enough effect in the signal ratio, with a control signal flat, not every such curve was filed as active; inconclusive = small, poorly fitted or top-dose-only effect, or effect the other way, or a change in a side signal; inactive = no such curve, though single readings can be large or run the other way; the % refers to the signal ratio; also: potency is read from the fitted curve at half-maximal effect; % is scaled to controls: 0 for no effect and ±100 for the full control effect
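Compounds (final 92 nM to 58 uM) are added to His-tagged MBNL1 and biotin-(CUG)12, then terbium anti-His antibody and streptavidin-XL665 (5 nM final). After 60 min at room temperature, the 665/545 nm ratio is read.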
KCNH2 3.1 inh – KCNH2 3.1 (human) potassium channel inhibition | U2OS KCNH2 3.1, thallium flux FluxOr; stronger effect = lower value | activity change, % (tested at about 1.8 µM) | actives 0.95% (n = 340,000);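 active = maximum activity change below -70%; inconclusive = maximum activity change from -70% to -50%; inactive = maximum activity change above -50%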;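 also: thallium influx rate constant from kinetic fluorescence after stimulation buffer; % is scaled to controls: 0 for no effect and ±100 for the full control effect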
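Kinetic fluorescence (2 min after stimulation buffer) measures Tl+ influx through KCNH2 3.1 expressed by viral transduction in U2OS cells; the rate constant is normalized against DMSO controls serving as positive and negative references.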
RORg inh – inhibitors of mouse ROR gamma transcriptional activity | P51450 | Drosophila S2 Gal4-RORgamma UAS-luciferase reporter, 20 h | Potency, µM (top dose mostly 53.6 µM), inactives show at the highest dose activity change, negative = inhibition, usual class: inhibitors | actives 5.4% (n = 310,000) | AID 2551; also: potency is read from the fitted curve at half-maximal effect; % is scaled to controls: 0 for no effect and ±100 for the full control effect; nearly all actives have a fitted effect of over 60% in size
Target sequence (P51450 whole entry, looked up, the tested form may be a part): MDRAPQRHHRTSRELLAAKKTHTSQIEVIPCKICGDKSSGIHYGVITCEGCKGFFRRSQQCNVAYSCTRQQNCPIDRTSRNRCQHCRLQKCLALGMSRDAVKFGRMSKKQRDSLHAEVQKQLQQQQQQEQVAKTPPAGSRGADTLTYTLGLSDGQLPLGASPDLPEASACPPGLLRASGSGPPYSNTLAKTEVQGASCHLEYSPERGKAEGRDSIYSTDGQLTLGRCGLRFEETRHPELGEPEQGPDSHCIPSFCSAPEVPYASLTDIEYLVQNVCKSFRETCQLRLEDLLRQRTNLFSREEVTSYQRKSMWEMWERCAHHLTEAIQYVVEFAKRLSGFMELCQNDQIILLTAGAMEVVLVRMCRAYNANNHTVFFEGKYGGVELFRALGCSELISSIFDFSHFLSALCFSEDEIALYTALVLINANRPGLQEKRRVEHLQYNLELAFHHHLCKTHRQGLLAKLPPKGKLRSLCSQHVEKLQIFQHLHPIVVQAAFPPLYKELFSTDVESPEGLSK
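Luciferase reporter read in Schneider cells carrying Gal4-RORγ (mouse) and UAS-Photinus luciferase; cells given compound 1 h before 700 uM copper sulfate induction, then incubated 20 h at ambient temperature.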
ELG1 DNA repair – blocks ELG1-dependent DNA repair in HEK293T cells | HEK293T ELG1-luciferase reporter, luminescence, 16 h; DNA damage induced by 5-fluorouridine | Potency, µM (series often up to 46.1 µM), without a hit: at the highest dose activity change, negative = inhibition, actives largely listed as inhibitors | actives 2.3% (n = 330,000); also: potency is read from the fitted curve at half-maximal effect; % is scaled to controls: 0 for no effect and ±100 for the full control effect; nearly all actives have a fitted effect of over 55% in size
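Step one: seed 2,000 cells per well. Step two: pin-transfer compound or DMSO alongside 5-fluorouridine. Step three: incubate 16 hr, 37 °C, 5% CO2. Step four: add ONE-Glo, wait 30 min, read luminescence.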
VP16 counter – counter-screen for ROR gamma inhibitors: Gal4-VP16 reporter | Potency, µM (series often up to 53.6 µM), without a hit: at the highest dose activity, negative = inhibition, most hits filed as inhibitors | AID 2546 | actives 3.5% (n = 310,000) | Drosophila S2 Gal4-VP16 UAS-luciferase, luminescence, 20 h;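 also: Gal4-VP16 expression switched on by copper sulfate through the metallothionein promoter; potency is read from the fitted curve at half-maximal effect; % is scaled to controls: 0 for no effect and ±100 for the full control effect; nearly all actives have a fitted effect of over 50% in size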
Active calls of the source: *; ? = inconclusive; . = not tested or not shown; [ ] = remark or other dose. Unless noted, calls follow the shape of the dose curve; as a rule, active = well fitted curve in the direction sought with a large enough effect; inconclusive = small, poorly fitted or top-dose-only effect, or another doubt; inactive = no such curve, though single readings can be large; an effect the other way counts as inactive or inconclusive.

SMILES | Menin-MLL TR inh | PKM2 activator | NPC1 promoter act | Rab9 prom act | FLuc modulator | Mito fusion act | MBNL1 CUG block | KCNH2 3.1 inh | RORg inh | ELG1 DNA repair | VP16 counter
S=C(Nc1ccccc1Cl)N1CCC(c2ccccc2)C1 (centres undefined) | 6% | -2% | 3.5µM* | 2.8µM* | 24µM* | -1% | 2% | 12 | ? | ? | -28%
N#CC1C(C#N)N2CCCN2C1c1ccc(Br)cc1 (centres undefined) | . | 11% | 11% | 9% | 1% | -13% | . | 1 | 3% | 10% | -1%
CCOC(=O)C1CCCN(C(=O)C2CCC(CNS(=O)(=O)c3ccc(NC(C)=O)cc3)CC2)C1 (centres undefined) | -9% | -2% | -6% | 2% | 1% | 2% | -1% | -15 | 11% | 3% | -2%
CCOc1ccc(COC(=O)C2CC(=O)N(CCc3ccccc3)C2)cc1OC (centres undefined) | . | . | 9% | -12% | . | 3% | . | -14 | . | 17% | .
CN(C)S(=O)(=O)c1cccc(CSc2cccc[n+]2[O-])c1 | 3% | -1% | 13% | 3% | 2% | 1% | -4% | -10 | -16% | 0% | 3%
CCOC(=O)c1c(C)[nH]c(C(=O)OCC(=O)Nc2ccc(Cl)cn2)c1C | . | . | -7% | -1% | 9% | 3% | . | 3 | . | 4% | .
CCCCn1c(SCC(=O)Nc2nnc(CC)s2)nc2ccccc2c1=O | 7% | 0% | 0% | 1% | -1% | -1% | -7% | -3 | -24%[0.365 µM] | -3% | .
O=S(=O)(c1ccccc1)C1(S(=O)(=O)c2ccccc2)CCCC1 | -1% | -2% | 0% | 2% | -1% | 0% | -2% | 5 | 3% | -1% | 1%
CC1(C)Cc2ccccc2-c2n[nH]c(=S)n21 | 0% | -2% | 1% | 0% | -20% | -11% | 32%[activator] | -16 | 2.8µM* | -11% | 0.89µM*
O=C(CCC(=O)Nc1ccc(F)cc1)N/N=C/c1ccc(O)cc1O | 1% | -3% | -2% | 0% | -5% | -6% | 18% | -4 | -38% | -14% | -15%
O=C(O)COc1cccc(/C=C2/SC(=S)N(Cc3ccccc3)C2=O)c1 | 57%[activator] | . | 3% | -1% | ? | 9% | 15% | -10 | 38% | -3% | -1%
O=C(c1noc2c1CCCC2)N1CCC(CO)(Cc2ccccc2Cl)CC1 | -14% | -2% | -9% | 0% | 1% | 19% | 1% | 7 | 4% | 21µM* | 2%
O=C(CN1C(=O)NC(c2ccccc2)(c2ccccc2)C1=O)NC1CCS(=O)(=O)C1 (centres undefined) | . | . | 4% | -3% | . | -2% | . | -21 | . | 22% | .
N#Cc1cc(C(=O)c2cc(Cl)ccc2O)cn(CC2CCCO2)c1=O (centres undefined) | -10% | 4% | -5% | 0% | 1% | 4% | -2% | -5 | -3% | -9% | -8%
Cn1cc(CN2CCCC(C(=O)Nc3cccc(-n4cccn4)c3)C2)cn1 (centres undefined) | 19% | 6%[0.46 µM] | -1% | 0% | 3% | 0% | -5% | 5 | -4% | 0% | -3%
O=C(N[C@@H](Cc1c[nH]c2ccccc12)C(=O)O)OCC1c2ccccc2-c2ccccc21 | . | . | -7% | -3% | ? | -4% | . | -11 | . | 28% | .
COC(=O)c1ccc(C(=O)Nc2cc(Cl)ccc2Cl)cc1NC(=O)c1ccccc1C | -6% | -6% | -1% | -8% | -1% | -2% | 29% | -2 | 11µM* | 8% | 3%[0.365 µM]
CC(C)C(NC(=O)c1ccc(C(C)(C)C)cc1)C(=O)N1CCC(C(N)=O)CC1 (centres undefined) | . | . | -4% | 1% | 0% | -4% | . | -9 | . | 6% | .
CN1CCC(=NNC(=O)c2cn(-c3ccccc3)nc2-c2ccccc2)CC1 | 3% | 10% | -1% | 0% | ? | -10% | 6% | -9 | -31% | ? | -7%
CC1C(=O)Nc2ccc(S(=O)(=O)NCCc3ccc(Cl)cc3)cc2NC1=O (centres undefined) | 8% | -8% | -2% | 2% | 0% | -2% | -7% | 5 | 1% | 3% | 0%

Compounds shown so far that have a cyano group, in the order listed:
SMILES | Menin-MLL TR inh | PKM2 activator | NPC1 promoter act | Rab9 prom act | FLuc modulator | Mito fusion act | MBNL1 CUG block | KCNH2 3.1 inh | RORg inh | ELG1 DNA repair | VP16 counter
N#CC1C(C#N)N2CCCN2C1c1ccc(Br)cc1 (centres undefined) | . | 11% | 11% | 9% | 1% | -13% | . | 1 | 3% | 10% | -1%
N#Cc1cc(C(=O)c2cc(Cl)ccc2O)cn(CC2CCCO2)c1=O (centres undefined) | -10% | 4% | -5% | 0% | 1% | 4% | -2% | -5 | -3% | -9% | -8%

(cont.)
SMILES | Menin-MLL TR inh | PKM2 activator | NPC1 promoter act | Rab9 prom act | FLuc modulator | Mito fusion act | MBNL1 CUG block | KCNH2 3.1 inh | RORg inh | ELG1 DNA repair | VP16 counter
Nc1nccnc1C(=O)OCC(=O)Nc1ccc2[nH]c(=O)[nH]c2c1 | . | . | -3% | 1% | 5% | 2% | . | -1 | . | 15% | .
CC1(C)CC(=O)C(C2(O)C(=O)N(Cc3ccccc3)c3ccccc32)CO1 (centres undefined) | -3% | -2% | 0% | 0% | -2% | -1% | 4% | -5 | 1% | -4% | -7%
Cc1cc(C)n(/N=C/c2ccccc2)c(=O)c1C#N | 13% | -4% | -2% | 12% | 1% | -2% | 0% | 12 | 0% | 5% | 12%
CCc1cc(CC)c(/C=N/NC(N)=O)c(CC)c1 | ? | 3% | -6% | -2% | -8% | -12% | 5% | 15 | 11% | -3% | -13%
COc1ccc(-c2cn[nH]c2-c2ccc(OCc3ccccc3F)cc2O)cc1OC | . | 5% | -5% | -23% | -18% | 23% | -7% | -7 | ? | ? | ?
COc1ccc(NC(=O)c2[nH]c(C)c(C(C)=O)c2C)cc1S(=O)(=O)Nc1ccc(Br)cc1 | . | -1% | 8% | 0% | -16% | -3% | 7% | -32 | 37% | 11% | -5%
Cc1ccc2nc(NC(=O)CCNS(=O)(=O)c3ccc(Br)s3)sc2c1 | ? | 1% | 1% | 4% | 19µM* | 6% | 9% | -12 | 44% | -18% | -22%
CCN(CC)C(=O)C(Oc1ccc(S(=O)(=O)N2CCCC2)cc1[N+](=O)[O-])c1ccccc1 (centres undefined) | 10% | 1% | -4% | 4% | 1% | 0% | ? | -5 | -9% | -9% | 2%
O=C(/C=C/c1cccc(F)c1)NCc1ccc2c(c1)OCO2 | 1% | 2% | 6% | 0% | -7% | 2% | 6% | -4 | 0% | 16% | 15%
Cc1cc([N+](=O)[O-])cc(C)c1OCC(=O)N/N=C/c1ccc(OC(=O)c2ccccc2)cc1 | 11% | -4% | 0% | -3% | -3% | ? | . | -21 | 0%[10 µM] | -5% | -15%
Cc1ncsc1C(=O)Nc1nc2c(s1)CCCC2 | -5% | -47% | 2.5µM* | 1µM* | 7.6µM* | -8% | 1% | 13 | -9% | ? | -9%
CC(=O)N1c2ccccc2N(Cc2ccc([N+](=O)[O-])cc2)C(=O)C1(C)C | -13% | -4% | -1% | 2% | -1% | -1% | 21% | 20 | 2% | -13% | -12%
CCOc1ccc(CN2CCN(Cc3cc4ccccc4[nH]3)CC2CCO)cc1 (centres undefined) | 0% | -5% | -1% | 0% | -12% | 2% | 9% | 5 | 0% | 9% | 9%
CCCN1CCN(C(=O)c2ccc(CS(=O)c3ccc(F)cc3)o2)CC1 (centres undefined) | . | . | 2% | -14% | 0% | 0% | -3% | 4 | -14% | 16% | 0%
COc1ccc(C(=O)NC2CCCc3c2cnn3-c2cc(F)cc(F)c2)c(OC)c1OC (centres undefined) | ? | . | -16% | -1% | -1% | 11µM* | -1% | 3 | 4% | ? | -4%
Cc1nc2ccccc2n1CC(=O)OCC(=O)NC1CC1 | -7% | 6% | -3% | -2% | -1% | 19% | -9% | -11 | 2% | 9% | -6%

These rows are one share of the data. The share of hits here may be higher or lower than overall.
